Pin1 inh – qHTS Assay to Find Inhibitors of Pin1; Peptidyl-prolyl cis-trans isomerase NIMA-interacting 1 (Homo sapiens), Q13526; AID 504891, 2011; 0.009% of 390,000 active; Potency, µM (top dose mostly 115 µM), for inactives: top-dose activity, negative = inhibition, usual class: inhibitors; Pin1 FP peptide displacement, HiFluor488, 10 min; active means well fitted inhibition curve with a large enough effect in the polarisation, with a control signal flat, not every such curve was filed as active; inconclusive means small, poorly fitted or top-dose-only effect, or effect the other way, or a change in a side signal; inactive means no such curve, though single readings can be large or run the other way; the % refers to the polarisation; further: on the % scale 0 is the no-effect control and ±100 the full control effect
Target sequence (Q13526 whole entry, looked up): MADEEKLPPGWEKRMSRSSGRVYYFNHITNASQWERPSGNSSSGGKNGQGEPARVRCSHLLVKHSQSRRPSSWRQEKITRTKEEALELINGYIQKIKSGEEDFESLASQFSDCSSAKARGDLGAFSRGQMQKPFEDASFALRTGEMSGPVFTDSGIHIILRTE
HP1b binding inh – HTS for Inhibitors of HP1-beta Chromodomain Interactions with Methylated Histone Tails; AID 540317, 2011; 0.56% of 390,000 active; Potency, µM (series often up to 114 µM), for inactives: top-dose activity change, negative = inhibition, usual class: inhibitors; AlphaScreen HP1-beta / biotin-H3K9me3 peptide binding; Chromobox protein homolog 1 (Homo sapiens), P83916; further: nearly all actives have a fitted effect of over 70% in size; inactives centre near 23
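HP1-beta protein (50 nM final) preincubated 30 min at room temperature with biotinylated H3(1-18)K9me3 peptide (50 nM) in PBS pH 7.4, 0.01% Tween-20, then compound added for 30 min. AlphaScreen streptavidin donor/nickel chelate acceptor beads (10 ug/mL final), 30 min dark, luminescence read.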
ERG Ets-DNA blk – qHTS for Small Molecule Inhibitors of the ERG Ets/DNA interaction | fluorescence polarization, His-ERG Ets domain / labelled DNA | Potency, µM (highest dose often 76.9 µM), inactives show top-dose FP activity, negative = inhibition, most hits filed as inhibitors | 0.028% of 370,000 active; active means well fitted inhibition curve with a large enough effect in the polarisation, with a control signal flat; inconclusive means small, poorly fitted or top-dose-only effect, or effect the other way, or a change in a side signal; inactive means no such curve, though single readings can be large or run the other way; the % refers to the polarisation;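 further: polarization taken with two DNA probes labelled with fluorescein and Texas red; % of control where 0% means no effect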
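His-tagged ERG Ets domain (1 uM in the protein solution; 300mM KCl, 50mM Tris-HCl, 1mM EDTA, 1mM DTT, pH 7.5) received compound, then a probe mix of 5 nM fluorescein-DNA and 100nM Texas-615-DNA. Fluorescence polarization was read for both dyes.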
JMJD2A Tudor inh – qHTS Assay for Inhibitors of JMJD2A-Tudor Domain | 4.4% of 390,000 active | AlphaScreen JMJD2A-Tudor / H3K4me3 peptide binding | Potency, µM (top dose mostly 114 µM), for inactives: at the top dose activity change, negative = inhibition, hits mostly inhibitors | AID 504339, 2011 | Lysine-specific demethylase 4A (Homo sapiens), O75164; further: on the % scale 0 is the no-effect control and ±100 the full control effect; nearly all actives have a fitted effect of over 50% in size
RGS4 inh – Inhibitors of Regulator of G Protein Signaling (RGS) 4: qHTS; Regulator of G-protein signaling 4 (Homo sapiens), P49798; Transcreener GDP fluorescence polarization, RGS4-accelerated GTP hydrolysis; Potency, µM (series often up to 114 µM), without a hit: top-dose activity change, negative = inhibition, hits mostly inhibitors; 0.039% of 390,000 active; AID 504845, 2011; further: on the % scale 0 is the no-effect control and ±100 the full control effect; nearly all actives have a fitted effect of over 75% in size; some results filed as inactive show a strong effect at the top dose
Target sequence (P49798 whole entry, looked up): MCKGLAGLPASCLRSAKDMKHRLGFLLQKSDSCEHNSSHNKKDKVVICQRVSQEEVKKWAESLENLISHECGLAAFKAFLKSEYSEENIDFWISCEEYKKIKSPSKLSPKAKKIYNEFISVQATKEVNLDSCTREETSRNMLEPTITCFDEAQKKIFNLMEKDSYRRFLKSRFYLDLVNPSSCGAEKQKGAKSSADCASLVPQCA
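MLSMR compounds (23 nl, pin-transferred) preincubated 10 min at room temperature with a 500nM (2x) first reagent, then RGS4 at 900nM (2x) plus Transcreener GDP mix added; fluorescence polarization (620/688 nm) read before and after 90 min at 30 °C.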
Tb PGK inh – qHTS Assay to Find Inhibitors of Phosphoglycerate Kinase | 0.043% of 380,000 active | AID 602233, 2012 | Potency, µM (highest dose often 57.5 µM), without a hit: top-dose activity change, negative = inhibition, most hits filed as inhibitors | PGK/GAPDH coupled, Kinase-Glo luminescence, 60 min; further: on the % scale 0 is the no-effect control and ±100 the full control effect; nearly all actives have a fitted effect of over 60% in size
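Luminescent ATP detection (Kinase-Glo Plus) follows a 60-minute room-temperature incubation, with wells lacking PGK as controls. Buffer: 100 mM TEA (pH 7.6), 5 mM MgCl2, 0.01% Tween-20. Coupling enzyme GAPDH (100 nM final) supplies unstable 1,3-BPG in-well.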
ALOX12 inh – Primary qHTS assay for inhibitors of human arachidonate 12S-lipoxygenase (ALOX12): Round 2; purified 12hLO, xylenol orange hydroperoxide absorbance; Potency, µM (highest dose often 108 µM), for inactives: at the top dose activity change, negative = inhibition, hits mostly inhibitors; 1.1% of 580,000 active; further: on the % scale 0 is the no-effect control and ±100 the full control effect
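Hydroperoxide product was detected by ferrous iron/xylenol orange as the 573 to 405 nm absorbance ratio. Arachidonic acid at 40 uM (final) was turned over for 30 min at room temperature by 150 nM human 12hLO, pH 7.0 Hepes buffer, after 15 min compound preincubation.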
GLS inh – qHTS for Inhibitors of Glutaminase (GLS); GLS enzymatic activity, qHTS titration; Glutaminase kidney isoform, mitochondrial (Homo sapiens), O94925; 0.21% of 410,000 active; Potency, µM (highest dose often 45.5 µM), without a hit: at the top dose activity change, negative = inhibition, hits mostly inhibitors; further: on the % scale 0 is the no-effect control and ±100 the full control effect
Target sequence (O94925 whole entry, looked up, canonical isoform): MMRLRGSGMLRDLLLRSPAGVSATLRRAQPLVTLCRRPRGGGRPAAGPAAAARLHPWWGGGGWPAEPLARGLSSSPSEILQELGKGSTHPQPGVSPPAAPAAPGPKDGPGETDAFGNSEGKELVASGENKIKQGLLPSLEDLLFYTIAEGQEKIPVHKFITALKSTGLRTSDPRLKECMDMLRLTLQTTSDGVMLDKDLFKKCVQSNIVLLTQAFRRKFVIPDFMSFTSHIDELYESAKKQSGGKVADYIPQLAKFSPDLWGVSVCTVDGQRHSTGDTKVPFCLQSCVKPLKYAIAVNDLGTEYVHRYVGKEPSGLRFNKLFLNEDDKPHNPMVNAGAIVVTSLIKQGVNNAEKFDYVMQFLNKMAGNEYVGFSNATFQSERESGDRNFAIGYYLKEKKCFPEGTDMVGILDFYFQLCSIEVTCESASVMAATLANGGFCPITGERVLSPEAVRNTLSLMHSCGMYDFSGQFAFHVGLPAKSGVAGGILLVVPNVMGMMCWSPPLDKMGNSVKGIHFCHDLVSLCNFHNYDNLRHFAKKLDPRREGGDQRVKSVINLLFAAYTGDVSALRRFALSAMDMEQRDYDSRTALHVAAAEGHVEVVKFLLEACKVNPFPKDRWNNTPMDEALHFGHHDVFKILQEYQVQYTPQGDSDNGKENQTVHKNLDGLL
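Enzyme dispensed in phosphate buffer (45 mM, pH 8.2, 0.02% Tween-20), compounds pinned in, then 1 mM L-glutamine solution and the glutamate oxidase–HRP–Amplex Red mix added; fluorescence read immediately and again after 30 min at room temperature.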
rTrxR1 inhibitor – qHTS Assay for Inhibitors of Mammalian Selenoprotein Thioredoxin Reductase 1 (TrxR1): qHTS; recombinant rTrxR1, NADPH fluorescence consumption, selenite substrate; Potency, µM (highest dose often 114 µM), inactives show at the top dose activity change, negative = inhibition, usual class: inhibitors; 1% of 390,000 active; Thioredoxin reductase 1, cytoplasmic (Rattus norvegicus), O89049; further: on the % scale 0 is the no-effect control and ±100 the full control effect; nearly all actives have a fitted effect of over 65% in size
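Rat TrxR1 (90 nM in the dispensed reagent) was pre-reduced with 400 uM NADPH for 5 min at room temperature, then incubated with compound for 15 min. After 400 uM selenite was added, NADPH fluorescence (Ex 340/Em 450 nm) was followed for 8 min.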
Active calls of the source: *; i = inactive; ? = inconclusive; nt = no result given; & = joins results of further samples; [ ] = dose if it differs, or a comment. Unless noted, the call rests on the fitted dose curve; in most records, active means well fitted curve in the direction sought with a large enough effect; inconclusive means small, poorly fitted or top-dose-only effect, or another doubt; inactive means no such curve, though single readings can be large; an effect the other way counts as inactive or inconclusive. Potency means the concentration at half of the fitted maximal effect. Not all compounds are listed (hit frequency here may not be typical).

SMILES	Pin1 inh	HP1b binding inh	ERG Ets-DNA blk	JMJD2A Tudor inh	RGS4 inh	Tb PGK inh	ALOX12 inh	GLS inh	rTrxR1 inhibitor
O=C(Oc1c(CN2CCOCC2)cc(Cl)c2cccnc12)c1cccs1	1%	25%	10%	?	-29%	-1%	-2%	-9%	-16%
O=C(CCl)Nc1ccccc1Sc1ccccc1	-1%	44%[activator]	-8%	?	28%	-8%	-22%	7%	40µM*
Clc1ccc(C2=Nn3c(nnc3-c3cc(-c4ccccc4)n[nH]3)SC2)cc1	-1%	23%	2%	-19%	-7%	-8%	10%	6%	7%
COc1cc2c(cc1NC(=O)c1cc(-c3ccccn3)nc3ccccc13)oc1ccccc12	2%	32%	3%	-9%	6%	2%	1%	-15%	23%
COc1ccc(N2C(=O)CSC23C(=O)N(CC(=O)NCc2ccccc2)c2ccccc23)cc1 (stereo unspecified)	2%	27%	-1%	-10%	-14%	-1%	-5%	3%	15%
O=C(NCCSCc1c(F)cccc1Cl)Nc1ccccc1	13%	24%	-4%	-21%	-14%	-5%	nt	1%	28%
Cc1ccc(CSCCNC(=O)CN(c2ccc(F)cc2)S(C)(=O)=O)cc1	-2%	35%	-1%	-8%	-2%	-5%	-2%	4%	24%
Cn1c(=O)[nH]c(=O)c2c1nc(NCCO)n2CCOc1ccccc1	5%	48%[activator]	-9%	5%	-12%	-6%	?	5%	9%
CCc1ccc(NC(=O)CSc2nc(=O)n(Cc3ccccn3)c3c2CCC3)cc1	-11%	3%	-2%	-12%	5%	-9%	-21%	4%	10%[57.1 µM]
Cc1nc2ccc(NC(=S)N3CCOCC3)cc2nc1C	-2%	41%[activator]	-20%	-16%	0%[56.9 µM]	-5%	?	-12%	2%
c1ccc(N2CCN(c3c4c(nc5ncnn35)CCC4)CC2)cc1	-10%	18%	0%	-12%	-37%	-9%	-11%	19%	-3%
O=C(NCc1ccccc1)C1=C[C@H](c2ccc3c(c2)OCO3)C[C@H](OCc2ccc(CO)cc2)O1	36%[activator]	8%	14%	-29%	-5%	3%	?	0%	18%[57.1 µM]

Random excerpt: 2 entries already listed, in no set order.
SMILES	Pin1 inh	HP1b binding inh	ERG Ets-DNA blk	JMJD2A Tudor inh	RGS4 inh	Tb PGK inh	ALOX12 inh	GLS inh	rTrxR1 inhibitor
COc1cc2c(cc1NC(=O)c1cc(-c3ccccn3)nc3ccccc13)oc1ccccc12	2%	32%	3%	-9%	6%	2%	1%	-15%	23%
Cn1c(=O)[nH]c(=O)c2c1nc(NCCO)n2CCOc1ccccc1	5%	48%[activator]	-9%	5%	-12%	-6%	?	5%	9%

More records:
SMILES	Pin1 inh	HP1b binding inh	ERG Ets-DNA blk	JMJD2A Tudor inh	RGS4 inh	Tb PGK inh	ALOX12 inh	GLS inh	rTrxR1 inhibitor
N#Cc1ccc(OCc2nnc(SCC(=O)c3ccccc3)n2-c2ccccc2)cc1	?	24%	0%	-5%	28%	-7%	405%[activator]	4%	26%[57.1 µM]
COc1ccc2sc(-c3ccc(SC)cc3)c(-c3ccc(O)cc3)c2c1	?	17%	4%	-28%	17%	6%	-2%	12%	25%[57.1 µM]
Cc1ccccc1NC(=O)Cn1c(=O)n(CCC(=O)N2CCc3ccccc3C2)c(=O)c2ccccc21	5%	-6%	4%	-16%	-3%	-10%	0%	-16%	16%
CCCC(C)C(=O)Nc1ccc(S(N)(=O)=O)cc1 (stereo unspecified)	-2%	36%	2%	-10%	-12%	i	9%	-3%	27%
CCOC(=O)N1CCc2c(sc3c2c(=O)n(-c2ccc(CC)cc2)c(=O)n3Cc2ccc(F)cc2Cl)C1	3%	30%	0%	-3%	0%	-6%	-17%	5%	19%
Cc1cccc(NC(=O)C(=O)NNC(=O)c2ccc(C(C)(C)C)cc2)c1	6%	52%[activator]	-3%	-14%	14%	4%	-5%	11%	7%
O=C(NNc1ncnc2c1cnn2-c1ccc(F)cc1)c1cccs1	-8%	17%	5%	-10%	5%	-7%	i	-22%	25%[57.1 µM]
O=C(NCCCn1ccnc1)C(=O)NCC(c1ccco1)N1CCN(c2ccc(F)cc2)CC1 (stereo unspecified)	-3%	30%	12%	-2%[11.4 µM]	10%[11.4 µM]	i	-10%	42%[activator]	17%
CCOc1nc(-c2ccccc2O)nc2ccccc12	-9%	104%[activator]	nt	52%[activator]	-16%	nt	6%	4%	24%
O=C(CCCCCN1C(=O)c2cccc3cccc(c23)C1=O)NCc1cccnc1	1%	2%	0%	-15%	5%	-3%	0%	-10%	1%[57.1 µM]
COc1ccc(S(=O)(=O)Nc2cccc(F)c2C)cc1C(=O)N1CCOCC1	3%	31%	6%	-1%	-1%	3%	-7%	0%	10%[57.1 µM]
CCCCc1nnc(NC(=O)c2oc3ccc(OC)cc3c2C)s1	-1%	27%	2%	-1%	-12%	-3%	0%	3%	-13%
CSc1cccc(NC(=O)C2CCN(S(=O)(=O)c3ccc4c(c3)NC(=O)CO4)CC2)c1	0%	25%	6%	-12%	-12%	-1%	-3%	-2%	10%
O=S1(=O)c2ccccc2Nc2ccccc21	0%	30%	-12%	-7%	17%	0%	0%	2%	10%
N=c1n(CCO)c2ccccc2n1CCOc1ccc(Cl)cc1Cl	-2%	18%	12%	-28%	-5%	1%	?	-1%	27%
C=C1SC(=Nc2ccccc2Cl)N(C(=O)c2sc3ccccc3c2Cl)C1(C)C	7%	23%	5%	-3%	11%	i	?	0%	11%
O=C(N/N=C/c1ccccc1Cl)C1CC1	0%	27%	-2%	-6%	28%	9%	18%	6%	12%
COC(=O)CC1(C(=O)OC)Oc2ccc(Br)cc2C(=O)N1c1cc(Cl)cc(Cl)c1 (stereo unspecified)	29%	13%	0%	-14%	-14%	-1%	0%	-5%	13%[57.1 µM]
CCOc1ccc(S(=O)(=O)N2CCc3cc(OC)c(OC)cc3C2)cc1	-15%	7%	nt	-34%	-7%	-5%	1%	4%	6%
O=C(NC(Cc1ccccc1)C(=O)O)/C(=C/c1ccccc1)NC(=O)c1ccccc1 (stereo unspecified)	0%	-2%	-5%	-10%	13%	0%	-4%	13%	6%[57.1 µM]
COc1ccc(C)cc1NC(=S)NN1CCN(C)CC1	6%	2%	5%	-6%	26%	i	-10%	-2%	15%[57.1 µM]
Cc1cc2c(=O)c(C(=O)c3ccncc3)cn(CC(=O)Nc3cccc(C)c3C)c2cc1C	40%[activator]	31%[57 µM]	-1%	-29%	-38%	-11%	-17%	-13%	22%[57.1 µM]
CCOC(=O)c1c(C)[nH]c(CCC(=O)Nc2ccc(Cl)cc2C)c1C	-2%	21%[57 µM]	0%	-8%	3%	i	-6%	-6%	1%[57.1 µM]
CCN1CCCC1CNC(=O)CSCc1nc(-c2ccccc2C)oc1C (stereo unspecified)	9%	-18%	8%	-19%	38%	i	-22%	nt	38%[activator]
CC(C)CC(=O)Nc1nnc(SCC(=O)NCc2ccco2)s1	1%	13%	11%	-8%	-6%	i	3%	2%	1%[57.1 µM]
CCOC(=O)c1sc(NC(=O)c2nc3nc(C)cc(C(F)F)n3n2)c(C(=O)OC(C)C)c1C	-6%	-9%	0%	-10%	-7%	0%	-20%	5%	14%
O=C(CN1C(=O)c2ccccc2C1=O)NCC(=O)Nc1ccccc1	-2%	11%	nt	-8%	18%	-14%	-1%	5%	-13%
O=C(Nc1ccc2c(c1)CCCN2C(=O)c1cccs1)c1ccccc1	9%&22%	-12%&45%	5%&0%	?	12%[11.4 µM]	-4%&-12%	19%&11%	40%&8%[activator]	4%
CC(C)n1ncc2c(C(=O)N3CCN(c4ccc(F)cc4)CC3)cc(-c3ccccc3)nc21	8%	4%	-3%	?	-1%	10%	?	-1%	15%
O=C(CSc1nnc(Nc2ccccc2F)s1)NCC1CCCO1 (stereo unspecified)	-2%	13%[57 µM]	-2%	-3%	25%	7%	-6%	2%	-2%[2.29 µM]
CCc1ccccc1NC(=O)C1CCC(CNS(=O)(=O)c2ccc3c(c2)CC(C)N3C(C)=O)CC1 (stereo unspecified)	-5%	28%	4%	-23%	1%	i	-21%	-8%	20%
Cc1ccc(N2CC(C(=O)OCC(=O)c3ccc(C)c([N+](=O)[O-])c3)CC2=O)cc1 (stereo unspecified)	4%	5%	2%	-14%	2%	-3%	11%	-2%	15%
Nc1c(-c2nc(-c3ccccc3)no2)nnn1CC(=O)Nc1cccc(F)c1	17%	24%	1%	?	-1%	i	?	-5%	19%
CC(C(O)c1cc(=O)c(OCc2ccccc2)co1)[N+](=O)[O-] (stereo unspecified)	-3%	24%	1%	-14%	-24%	-3%	0%	0%	-3%
S=c1[nH]nc(-c2cc(-c3ccccc3)n[nH]2)n1/N=C/c1cccs1	5%	10%	13%	?	?	6%	0%	?	-7%[11.4 µM]
COC(=O)c1c(N)nc(C)n1-c1ccc(OC)cc1	-9%	0%	2%	-25%	-1%	i	4%	-4%	-13%
